# STAT3 act: activators of IL-6 induced STAT3 signaling; U3A cells, IL-6 STAT3-luciferase reporter, luminescence; 100% = signal with IL-6 EC80 alone; activation (% of control), % at 5.6 µM; hit rate 0.91% among 190,000;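 active = activation above the screen-wide mean of compound activation plus 3 SD, cut at about 130% in these data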;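 note: 0% = background luminescence of wells with medium and substrate only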
#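 Test system: Human STAT1-deficient U3A cells with stable STAT3-luciferase reporter | Also added: Interleukin-6, 33 ng/mL | Timing: Compound pre-incubation 1 h before IL-6, then 6 h stimulation at 37 °C | Technique: Luciferase reporter luminescence | Read-out: Percent of IL-6-only median luminescence | Benchmarks: IL-6-only wells as 100% reference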
# STAT1 act: increases IFN-gamma driven STAT1 reporter signal | AID 932 | NIH 3T3 STAT1-luciferase reporter, luminescence; 100% = IFN-gamma alone, no compound | activation (% of control), % at 5.5 µM | hit rate 2.6% among 200,000;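 active = activation above the screen-wide mean activation plus 3 SD, cut at about 130% in these data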;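 note: raw ratio to IFN-gamma control signal so 100% means no change and 0% no light; values of inactives mirror those of a sister screen read the other way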
# HMGR II inh: blocks class II HMG-CoA reductase of Enterococcus faecalis; inhibition, % at 10 µM; purified E. faecalis HMGR, NADPH absorbance 340 nm kinetic; AID 1066; hit rate 0.41% among 190,000;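 active = inhibition above a set limit, the median over all tested compounds plus 3 SD, cut at about 9.5% in these data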;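 note: enzyme runs in reverse so mevalonate oxidation gives rising NADPH absorbance; 0% = complete reaction with DMSO and 100% = background rate lacking mevalonate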
# Hsp70 activator: transcriptional activators of Hsp70 | HeLa Hsp70 promoter luciferase reporter, luminescence; scaled: vehicle 0, proteasome-inhibitor control 100% | activation, % at 10 µM | AID 1203 | hit rate 0.04% among 200,000;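 active = activation above the mean across all tested compounds plus 3 SD, cutoff set per campaign, cut at about 5.5% in these data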;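 note: 100% = MG132 at 30 µM as the positive control and 0% = DMSO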
# STAT1 inh: STAT1 signaling inhibition; NIH 3T3 STAT1-luciferase reporter, IFN-gamma, luminescence; inhibition, % at 5.5 µM; hit rate 0.35% among 200,000; AID 920;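 active = inhibition above a set limit, the mean inhibition across all tested compounds plus 3 SD, cut at about 34% in these data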;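 note: 0% = IFN-gamma with DMSO and 100% = IFN-gamma with 300 µM nifuroxazide; values of inactives mirror those of a sister screen read the other way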
# TLR4-MyD88 BLA: TLR4-MyD88 interaction inhibition in cells; O00206+Q99836; HeLa CL3-4 TLR4/MyD88 BLA complementation, FRET ratio; inhibition, % at 8.4 µM; hit rate 0.18% among 200,000; AID 861; in the data active = inhibition above about 25%;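 note: 0% = vehicle and 100% = reference inhibitor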
# Target sequence (O00206 whole entry, looked up): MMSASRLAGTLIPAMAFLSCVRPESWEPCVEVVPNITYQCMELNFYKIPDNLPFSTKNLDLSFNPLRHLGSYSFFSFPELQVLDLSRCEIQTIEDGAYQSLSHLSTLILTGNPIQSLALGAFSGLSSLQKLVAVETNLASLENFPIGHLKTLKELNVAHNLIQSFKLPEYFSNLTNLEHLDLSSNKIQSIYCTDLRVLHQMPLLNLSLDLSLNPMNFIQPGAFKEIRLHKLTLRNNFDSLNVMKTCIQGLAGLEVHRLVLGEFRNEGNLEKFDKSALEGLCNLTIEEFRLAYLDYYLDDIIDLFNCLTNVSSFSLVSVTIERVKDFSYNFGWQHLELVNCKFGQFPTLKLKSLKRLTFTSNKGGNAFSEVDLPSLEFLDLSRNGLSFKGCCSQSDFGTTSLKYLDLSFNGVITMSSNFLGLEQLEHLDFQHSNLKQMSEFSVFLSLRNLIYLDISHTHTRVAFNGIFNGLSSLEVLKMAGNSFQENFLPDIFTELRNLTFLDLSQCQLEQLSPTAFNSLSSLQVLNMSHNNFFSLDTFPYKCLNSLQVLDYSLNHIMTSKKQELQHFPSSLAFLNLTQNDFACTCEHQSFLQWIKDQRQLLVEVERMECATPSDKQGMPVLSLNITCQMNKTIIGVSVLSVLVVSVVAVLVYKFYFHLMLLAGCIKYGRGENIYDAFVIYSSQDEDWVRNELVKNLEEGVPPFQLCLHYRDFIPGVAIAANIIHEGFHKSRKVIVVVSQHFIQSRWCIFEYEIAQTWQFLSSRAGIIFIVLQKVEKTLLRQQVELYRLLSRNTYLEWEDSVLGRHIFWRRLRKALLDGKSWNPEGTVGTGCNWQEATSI
# Target sequence (Q99836 whole entry, looked up): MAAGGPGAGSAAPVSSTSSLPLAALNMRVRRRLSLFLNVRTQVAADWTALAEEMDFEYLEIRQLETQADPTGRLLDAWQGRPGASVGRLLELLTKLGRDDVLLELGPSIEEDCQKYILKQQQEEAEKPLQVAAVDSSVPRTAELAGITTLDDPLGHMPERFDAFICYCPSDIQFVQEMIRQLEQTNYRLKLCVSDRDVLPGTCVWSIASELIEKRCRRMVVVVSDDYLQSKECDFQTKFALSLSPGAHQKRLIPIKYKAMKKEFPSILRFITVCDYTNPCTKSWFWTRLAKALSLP
# NF-kB expr up: NF-kB expression increase, human neuronal cells; hit rate 1.6% among 190,000; fold change at 12.5 µM; NF-kB reporter expression; hits give high values; in the data active = fold change above about 3.3
# APP 5'UTR act: APP 5'UTR luciferase reporter activation. SH-SY5Y APP 5'UTR luciferase reporter, luminescence; zero percent = DMSO vehicle wells. activation, % at 2 µM. hit rate 1% among 190,000. AID 1276;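 active = activation above a set limit, based on mean plus 3 SD of controls, cut at about 140% in these data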; note: values of inactives mirror those of a sister screen read the other way
# STAT3 inh: reduces IL-6 driven STAT3 reporter signal; U3A cells, IL-6 STAT3-luciferase reporter, luminescence; host cell line lacks STAT1; inhibition, % at 5.5 µM; hit rate 0.89% among 190,000; AID 862;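 active = inhibition above the mean inhibition across all screened compounds plus 3 SD, cut at about 44% in these data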;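 note: 0% = DMSO only wells and 100% = 100 µM nifuroxazide control wells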
# DTT redox prof: compounds producing H2O2 with reducing agent – biochemical, NIH compound library profiling, artefact control for MLSCN library redox annotation, primary screen. DTT-dependent redox cycling H2O2, phenol red/HRP absorbance; 100% = 100 µM peroxide control, 0% = buffer. activation, % at 10 µM. hit rate 0.03% among 200,000;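 active = activation of at least 50% relative to the plate's high and low controls in the primary single-dose screen; inactive = activation below 50%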;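 note: compound incubated with DTT at 0.8 mM final as the reducing agent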
# An asterisk follows results filed as active; · = not tested or not shown.
# Screens in order – DTT redox prof	STAT1 inh	TLR4-MyD88 BLA	Hsp70 activator	HMGR II inh	APP 5'UTR act	STAT3 act	STAT3 inh	STAT1 act	NF-kB expr up
1: O=C(NNC(=O)c1cc([N+](=O)[O-])ccc1Cl)c1cccs1
 : 0.0	7	-17	-0.2	1	-7	97	6	94	1.4
2: Cc1ccc(NS(=O)(=O)c2ccc(NC(=O)CN(c3cc([N+](=O)[O-])ccc3C)S(C)(=O)=O)cc2)c(C)c1
 : -0.2	-21	-3	-0.5	2	8	101	2	120	0.75
3: CCCOC(=O)c1ccc(-c2c(C)noc2-c2ccc(OC)cc2O)o1
 : 3.0	9	-12	0.1	-6	10	104	0	92	1
4: Cc1cc(Cl)ccc1NC(=O)COC(=O)c1nc2nccc(C)n2n1
 : -0.1	-3	-12	-0.3	0	-5	97	6	101	1.3
5: CCCCCOc1ccc(NC(=O)C(=O)NCCC2=CCCCC2)cc1
 : 3.5	2	-2	-0.2	-3	5	98	7	98	1
6: O=C(CC1C(=O)CCCC1=O)c1ccccc1
 : 11	5	-13	-0.1	-2	-4	95	8	96	2
7: Cc1ccc(S(=O)(=O)NCCn2c(C)cc3ccccc32)cc1
 : 0.1	4	-3	0.3	-2	4	99	5	96	1.1
8: NS(=O)(=O)c1ccc(Nc2nc3ccccc3nc2NS(=O)(=O)c2cccc([N+](=O)[O-])c2)cc1
 : 2.6	2	9	-0.2	-1	-21	103	2	98	2.1
9: C/C(=N\Nc1ccc([N+](=O)[O-])cc1[N+](=O)[O-])C(C)C(C)C (configuration not stated)
 : -1.1	12	-9	-0.1	-6	-1	93	13	87	·
10: N#Cc1c2c(c(N3CCN(c4ccccn4)CC3)n3c1nc1ccccc13)CCC2
 : -0.7	8	-12	-0.1	·	-9	89	16	92	·
11: O=C(CSc1ccc(-c2ccc3c(c2)OCO3)nn1)Nc1nccs1
 : -0.7	-4	-12	0.2	3	9	102	6	104	1
12: CCCCCNC(=O)c1cc(S(=O)(=O)N2CCCC2)ccc1F
 : 0.0	10	-2	-0.6	-2	0	90	15	91	1.6
13: O=C(CCCSc1nc2sc3c(c2c(=O)[nH]1)CCC3)NCCO
 : 2.3	0	7	0.1	1	-4	101	6	100	0.97
14: CCC1Oc2ccc(C)cc2N(CC(=O)NCc2cccs2)C1=O (configuration not stated)
 : -0.1	0	-5	0.4	2	11	100	9	98	1.1
15: COc1ccc(C(=O)NC(=S)NCc2ccc(-c3nc4ccccc4o3)cc2)cc1OC
 : -0.2	-7	-12	0.4	-2	-17	87	15	106	1.2
16: O=c1[nH]c(=O)c2nc3c4ccccc4c4ccccc4c3nc2[nH]1
 : 0.0	-57	-6	-0.1	-6	27	93	13	152*	0.97
17: Cc1cc(C)nc(-n2ncc3c2CC(c2ccc(F)cc2)CC3=O)n1 (configuration not stated)
 : -0.7	3	-22	-0.1	-4	-6	78	30	96	·
18: CCOc1ccc(C2CC(c3ccc(F)cc3)n3ncnc3N2)cc1 (configuration not stated)
 : 0.1	-1	-6	-0.3	-2	13	102	-2	101	0.96
19: Cc1nc(SC(C(=O)c2ccccc2)c2ccccc2)nc2ccccc12 (configuration not stated)
 : 0.1	5	3	-0.2	3	-7	102	0	96	1.2
20: COC(=O)c1cc(C(=O)NCc2ccccc2)c(=O)[nH]c1C
 : -0.1	-13	-2	-0.2	-6	-18	86	18	111	1.2
21: CCO[C@@H]1OC(C(=O)NCc2ccccc2)=C[C@H](c2ccc(Br)cc2)[C@H]1CCCO
 : -0.7	1	-3	-0.1	-4	5	·	·	100	0.96
22: O=C(NCCCN1CCOCC1)c1coc2ccccc2c1=O
 : 2.3	2	1	0.2	1	17	108	-4	98	1.1
23: O=C(NCCc1csc(-c2ccccc2)n1)c1cccs1
 : -0.8	-1	-2	-0.5	-2	11	90	20	101	0.92
24: O=C(Nc1cccs1)Nc1ccc(Br)cc1F
 : 0.4	-10	-7	0.0	-3	29	94	9	109	1.5
25: OC1(c2ccccc2)CCN(Cc2ccccc2)CC1
 : -0.4	10	-18	-0.1	-7	-7	92	14	92	1
26: NC(=O)c1ccc(N=Nc2c(-c3ccccc3)[nH]n(-c3ccccc3)c2=O)cc1
 : -2.5	-3	-2	0.0	-7	-69	87	18	102	1.3
27: COC(=O)c1ccc(NC(=O)CNCc2ccncc2)cc1
 : 0.4	-1	-4	-0.2	-3	-15	102	0	101	1
28: CC(=O)N=c1sc(S(N)(=O)=O)nn1C
 : -0.2	2	-9	-0.3	-1	5	100	3	98	1.5
29: O=C(OCCN1C(=O)c2ccccc2C1=O)c1cc(=O)[nH]c2ccccc12
 : 0.5	3	-22	-0.3	1	-17	97	7	97	1.3
30: COc1ccc(Cl)cc1C(=O)Nc1ccc(CN2CCCCC2)cc1
 : 3.8	2	-7	0.5	-9	11	104	-5	98	0.9
31: COC(=O)c1[nH]c2cccc(C)c2c1NC(=O)CN1CCN(c2ccccc2OC)CC1
 : 3.0	-4	-8	-0.5	-2	6	98	10	104	0.86
32: Cc1cc(C)n(CC(O)Cn2c3ccc(Br)cc3c3cc(Br)ccc32)c(=O)n1 (configuration not stated)
 : -0.1	3	3	0.1	-2	4	95	3	97	0.65
33: CC(=O)c1c(N=CN(C)C)nc(C)nc1-c1ccccc1
 : -0.5	-4	8	-0.5	-1	9	102	2	103	1.2
34: CCCNC(=O)CN(CCc1ccccc1)S(C)(=O)=O
 : 0.1	-2	-5	-0.3	-2	9	99	2	102	0.97
35: CCS(=O)(=O)N1CCN(Cc2ccncc2)CC1
 : 0.1	-6	2	-0.1	-1	13	98	5	105	0.98
36: CCS(=O)(=O)n1nc(C(=O)N2CCOCC2)nc1N
 : -2.5	-6	9	0.4	-6	3	103	4	106	1.5
37: CN1CCN(c2nc(-c3cccs3)cc(C(F)(F)F)n2)CC1
 : 0.0	1	-2	-0.2	-1	1	84	25	99	1.1
38: CC(/C=N/NC(=O)c1ccco1)=C\c1ccccc1
 : 0.3	-9	-13	-0.1	-1	161*	68	41	108	5.9*
39: COc1ccccc1NC(=O)c1ccc(NC(=O)CSc2ncccn2)cc1
 : -1.8	3	-3	-0.1	-2	7	90	15	95	1.2
40: Cc1nc(SCC(=O)NCc2ccc(F)cc2)c2c(=O)n(C)c(=O)n(C)c2n1
 : -0.7	-2	3	0.1	-10	10	106	1	102	1.7
41: O=C(O)CCc1ccc(-c2ccc(Br)cc2)n1CC(=O)O
 : 0.3	9	-2	-0.3	-6	14	103	-1	92	1
42: CC(C)CC(NC(=O)C(CC(C)C)NC(=O)C(Cc1ccc(OCc2ccccc2)cc1)NC(=O)OC(C)(C)C)C(N)=O (configuration not stated)
 : -0.6	-3	-6	0.4	-6	10	111	-8	101	1.1
43: CCOC(=O)c1cc(CC)sc1NC(=O)c1cc(OC)c(OC)c(OC)c1
 : 0.0	5	-1	-0.3	-6	1	85	17	98	0.66
44: CCn1c(=O)c(C(=O)CN2CCN(Cc3ccc4c(c3)OCO4)CC2)c(N)n(Cc2ccccc2)c1=O
 : 0.0	1	-4	-0.3	-1	0	98	5	98	0.91
45: CCCC(CCC)C(=O)Nc1ccncc1
 : 0.9	-20	-14	-0.3	-7	-8	96	4	118	1.2
46: COc1ccc(C/C(C)=N/NC(=O)c2ccc(Cl)cc2)cc1
 : 0.1	-2	1	-0.2	10*	1	105	-1	102	1.3
47: COc1ccc(Oc2nc3ccccc3n(C)c2=O)cc1
 : -4.1	2	-6	-0.3	-1	17	90	16	99	1.4
48: COc1ccccc1CC(=O)N(CCC#N)CCC#N
 : 2.6	-7	-4	0.3	0	14	99	6	106	1.2
49: Cc1ccc(NC(=O)CCC(=O)NNC(=O)NC2CCCCC2)c(C)c1
 : -0.1	2	-5	0.7	1	8	94	13	97	0.92
50: CCN(c1ccccc1)S(=O)(=O)c1ccc(OCc2c(C)noc2C)cc1
 : 3.8	14	5	-0.3	-5	0	106	-4	87	1
51: O=C1CC(CC(=O)N/N=C/c2ccccc2[N+](=O)[O-])=NN1
 : -0.6	7	-3	-0.6	-1	-2	92	8	95	1.2
52: COc1ccc(OC)c(-c2cn(S(=O)(=O)c3ccccc3)nc2N)c1
 : -0.1	6	4	-0.3	-11	·	99	2	96	1.1
53: O=C(COC(=O)c1ccc2ncsc2c1)NC(=O)NCc1ccccc1
 : -1.2	-9	-8	0.6	-7	-4	87	24	106	1.4
54: Cc1cc(OCC(O)CN2CCN(CCO)CC2)ccc1C(C)C (configuration not stated)
 : 1.9	4	0	-0.3	0	-9	107	-4	97	1.2
55: CCOC(=O)c1cnn(CCOC(=O)c2ccccc2)c1NC(=O)c1ccccc1
 : -0.4	9	-2	-0.3	-4	7	100	-2	94	1.2
56: CC(C)CN(C(=O)CN1CCN(S(=O)(=O)c2ccc3ccccc3c2)CC1)c1c(N)n(CC(C)C)c(=O)[nH]c1=O
 : 0.1	0	-15	-0.6	-1	18	100	-2	100	1
57: Cc1cc(Br)ccc1-n1[nH]c(C)c(C=Nc2cccc3nsnc23)c1=O
 : -1.1	-10	-5	0.4	-3	4	138*	-45	108	0.83
58: CCCCNCc1ccc(SC)cc1
 : -4.4	5	-4	-0.5	-1	11	98	8	95	1.1
59: O=C1CCC(=O)N1c1ccc(NC2CCN(Cc3ccccc3)CC2)c([N+](=O)[O-])c1
 : -0.4	8	-15	-0.3	-2	-21	107	0	92	1.1
60: CCn1c(=O)n(CC(=O)Nc2cc(OC)ccc2OC)c(=O)c2ccccc21
 : 0.7	7	12	-0.5	-4	-9	102	1	96	1

# Other results.
# Screens in order – DTT redox prof	STAT1 inh	TLR4-MyD88 BLA	Hsp70 activator	HMGR II inh	APP 5'UTR act	STAT3 act	STAT3 inh	STAT1 act	NF-kB expr up
61: O=S(=O)(c1ccc(NC(=S)NC2CCCC2)cc1)N1CCCC1
 : -0.3	-4	15	0.1	-4	-4	100	6	102	1
62: O=C(OCC1CC(c2ccccn2)=NO1)c1ccc(Br)cc1 (configuration not stated)
 : -3.2	-4	3	-0.1	0	-5	102	4	105	1.4
63: Cc1ccc(-c2ccc(SCC(=O)Nc3ccc4c(c3)OCCO4)nn2)cc1
 : 0.3	-7	1	0.0	1	13	115	-14	107	1.5
64: NS(=O)(=O)c1cccc(NC(=O)COC(=O)/C(=C/c2cccs2)c2cccs2)c1
 : 0.5	7	5	-0.2	-1	-8	102	-5	94	0.79
65: CC(=O)Nc1ccc(S(=O)(=O)N2CCC(c3nc4ccccc4[nH]3)CC2)cc1
 : 1.5	-6	-14	-0.2	-1	1	98	6	105	0.88
66: CCCc1nc2oc3c(NCc4ccccn4)ncnc3c2c2c1COC(C)(C)C2
 : -0.2	8	-3	-0.2	-1	10	96	11	91	1.3
67: COC(=O)c1ccc(S(=O)(=O)N2CCC(c3nc4ccccc4o3)CC2)cc1
 : 0.2	-1	2	-0.2	-2	3	98	2	101	1.1
68: CC(C)C1COC(c2cccn2Cc2ccccc2Cl)=N1 (configuration not stated)
 : -0.6	-1	13	-0.1	-4	3	99	6	98	1.1
69: COc1ccccc1N=C(C)C1=C(O)COC1=O
 : 1.0	-2	8	0.1	0	·	98	2	107	1.2
70: O=[N+]([O-])c1ccc(F)cc1OCc1nc(-c2cccs2)no1
 : -1.1	-81	-5	0.1	-4	156*	106	4	172*	6.4*

# Screening data as filed in PubChem.
